SARS 3CLpro inh: SARS-CoV 3CLpro protease inhibition | actives 0.14% (n = 290,000) | inhibition, % at 6 µM | recombinant SARS-CoV 3CLpro, quenched FRET peptide cleavage; in the data active = inhibition above about 12%
Rv3671c protease: inhibitors of M. tuberculosis serine protease Rv3671c. P9WHR9. inhibition, % at 5.96 µM. actives 0.048% (n = 320,000). AID 2606; in the data active = inhibition above about 38%;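 also: extracellular domain of Rv3671c used as enzyme; 0% = enzyme with DMSO and 100% = no enzyme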
Target sequence (P9WHR9 whole entry, looked up, the tested form may be a part): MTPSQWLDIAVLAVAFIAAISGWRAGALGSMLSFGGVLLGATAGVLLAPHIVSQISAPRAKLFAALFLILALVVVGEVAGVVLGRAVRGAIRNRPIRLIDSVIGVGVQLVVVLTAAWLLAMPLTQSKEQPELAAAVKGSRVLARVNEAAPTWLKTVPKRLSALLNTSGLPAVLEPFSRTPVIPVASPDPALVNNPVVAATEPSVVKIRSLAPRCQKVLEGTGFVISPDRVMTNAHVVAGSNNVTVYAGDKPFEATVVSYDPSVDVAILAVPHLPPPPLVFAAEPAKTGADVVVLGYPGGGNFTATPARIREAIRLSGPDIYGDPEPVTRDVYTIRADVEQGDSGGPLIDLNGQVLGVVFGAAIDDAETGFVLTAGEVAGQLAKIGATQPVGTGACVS
TcdB inh: blocks C. difficile toxin B glycohydrolase activity; P18177; TcdB glycohydrolase enzymatic assay, plate reader; inhibition, % at 9.99 µM; actives 0.24% (n = 350,000); in the data active = inhibition above about 10%
PrPC surface inh: cell surface PrPC inhibition, primary TR-FRET screen; actives 0.43% (n = 370,000); TR-FRET read-out; AID 720596; inhibition, % at 13.8 µM; in the data active = inhibition above about 24%; also: 0% = median of the test wells and 100% = reference compound wells
CCHFV vOTU inh: CCHFV vOTU protease inhibition; Pep-AMC fluorescence; AID 651958; inhibition, % at 11.5 µM; actives 0.55% (n = 370,000); in the data active = inhibition above about 30%; also: 0% = vehicle wells with enzyme and 100% = no enzyme wells
MazF activator: activators of E. coli MazEF toxin-antitoxin RNase; P0AE70; FAM/BHQ RNA-DNA oligo cleavage fluorescence, 5 h; activation, % at 20 µM; actives 0.32% (n = 350,000); AID 504720; in the data active = activation above about 50%
Target sequence (P0AE70 whole entry, looked up): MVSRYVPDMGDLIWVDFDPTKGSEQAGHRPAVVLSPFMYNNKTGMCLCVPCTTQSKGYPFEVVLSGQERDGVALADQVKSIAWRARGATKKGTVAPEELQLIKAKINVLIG
Yp Topo-I inh: inhibitors of Yersinia pestis topoisomerase I; Y. pestis Topo-I cleavage product accumulation, plate reader; activity, % at 10 µM; actives 0.064% (n = 360,000); AID 504884; in the data active = activity above about 50%, passing the limit was not always enough; also: inactives centre near 2
PriA SSB inh: blocks PriA binding to SSB C-terminal tail; AlphaScreen SSBct-PriA binding, biotinylated peptide; inhibition, % at 33 µM; actives 0.6% (n = 430,000); in the data active = inhibition mostly above about 37%, no sharp cut-off; inactive = mostly below about 20%;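 also: plate controls were negative control peptide for no effect and reference peptide for full effect; strong numbers were not always called active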
VHR inh abs: blocks human VHR1 dual specificity phosphatase | P51452 | recombinant VHR phosphatase, pNPP absorbance | inhibition, % at 13.3 µM | actives 0.52% (n = 290,000); in the data active = inhibition above about 50%; also: some compounds called inactive have numbers as strong as hits
Target sequence (P51452 whole entry, looked up): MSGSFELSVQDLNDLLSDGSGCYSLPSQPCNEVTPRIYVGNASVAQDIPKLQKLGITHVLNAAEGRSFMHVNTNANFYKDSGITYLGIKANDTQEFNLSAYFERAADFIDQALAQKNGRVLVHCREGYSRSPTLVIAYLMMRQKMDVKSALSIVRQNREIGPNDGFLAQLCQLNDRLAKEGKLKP
Vc quorum ag: quorum light induction in luxS cqsA deficient V. cholerae. V. cholerae BH1578 lux reporter, luminescence, 6 h. activation, % at 18.7 µM. actives 0.16% (n = 350,000); in the data active = activation mostly above about 9.7%, no sharp cut-off; also: not every result past the cut was called active; inactives centre near 0; reference of the scale not given here
* marks the source's active call; other numbers are inactive results; i = inactive; · = no result given; & = joins results of further samples.

SMILES | SARS 3CLpro inh | Rv3671c protease | TcdB inh | PrPC surface inh | CCHFV vOTU inh | MazF activator | Yp Topo-I inh | PriA SSB inh | VHR inh abs | Vc quorum ag
COc1ccc(N2C(=O)c3cccc4cc(Br)cc(c34)C2=O)cc1 | -1 | -8 | 0.3 | -4 | 4 | 16 | -6 | -4 | 6 | 0.6
Cc1ccc(C2C(C(=O)c3cc4ccccc4o3)=C(O)C(=O)N2CCN2CCOCC2)o1 (configuration not stated) | 3 | -2 | · | -6 | -16 | -3 | 5 | 8&-10 | 13 | -0.3
CCCN(CCC)S(=O)(=O)c1ccc(C(=O)N2CCCc3ccccc32)cc1 | 10 | -2 | · | 9 | 7 | 2 | 39 | -13 | 19 | i
Cc1cc(NC(=O)CSc2nnc(C3CC3)n2C)no1 | 3 | 2 | · | -7 | -30 | -2 | 1 | 10 | 22 | -0.3
CC(OC(=O)CNC(=O)c1ccc(Cl)c(Cl)c1)C(=O)N1CCOCC1 (configuration not stated) | · | 3 | 0.9 | 3 | -7 | -8 | -2 | -13 | · | i
CCOC(=O)C1=C(c2ccccc2)c2ccc(OC)cc2N(S(=O)(=O)C(F)(F)F)C1C(=O)OCC (configuration not stated) | · | · | 2.2 | 10 | 3 | 8 | 44 | -10 | · | -0.7
CC(=O)c1cccc(NC(=O)C2CCN(S(=O)(=O)c3c(C)n[nH]c3C)CC2)c1 | 5 | 7 | · | -1 | 0 | 4 | 8 | -8 | 23 | i
COc1ccccc1S(=O)(=O)Cc1ccc(C(=O)NCc2cccnc2)o1 | -2 | 8 | -0.4 | -9 | -2 | -17 | 6 | 11 | -14 | -0.1
CN(C)c1ccc(/C=C/C(=O)c2ccccc2)cc1[N+](=O)[O-] | 0 | -4 | · | 2 | -7 | 3 | 5 | -4 | -2 | -0.2
C[C@H](NS(=O)(=O)c1ccccc1)C(=O)N1CCN(C(c2ccccc2)c2ccccc2)CC1 | · | 3 | 0.5 | 2 | 11 | -26 | 16 | -6 | · | i
O=C(NCCCN1CCOCC1)c1coc2ccccc2c1=O | 0 | -2 | · | -11 | -2 | 3 | -1 | -26 | 19 | i
CCCCCc1nnc(NC(=O)Cc2ccc([N+](=O)[O-])cc2)s1 | 0 | 7 | 0.0 | 4 | 7 | 14 | -9 | 6 | 100 | i
CS(=O)(=O)N1CCC(C(=O)NCC2CCCO2)CC1 (configuration not stated) | -2 | 2 | · | 3 | -5 | -9 | 5 | 6 | 0 | -2.0
CC1=C(C(=O)OC(C)C)C(/C=C/c2ccccc2)NC(=O)N1 (configuration not stated) | · | 2 | · | 0 | 15 | 10 | 0 | -4 | 10 | -2.2
CC1CCCCN1C(=O)NC1CC(=O)N(c2ccc3c(c2)OCCO3)C1 (configuration not stated) | · | -1 | 0.9 | 2 | -9 | 0 | 13 | -3 | · | i
O=C(Cn1cnc2cc([N+](=O)[O-])ccc2c1=O)NC(c1ccccc1)c1ccccc1 | 2 | -20 | -2.1 | -10 | -4 | 12 | -6 | -4 | 2 | -0.4
CC(=O)c1ccc(NC(=O)C2(c3ccccc3)CCOCC2)cc1 | 6 | 4 | · | -6 | 7 | 3 | 3 | -4 | 30 | i
Cc1cc(C)cc(-n2ncc3c2CCCC3NC(=O)CCN2Cc3ccccc3C2=O)c1 (configuration not stated) | 2 | · | -2.3 | 7 | -1 | 6 | 16 | -6 | 7 | -1.6
N#CC1=C2SCN(Cc3ccccc3)CN2C(=O)CC1c1cccs1 (configuration not stated) | 0 | -12 | 0.1 | 27* | 5 | -4 | -8 | -7 | 0 | -0.1
COc1cc(C)nn1-c1ccc(Cl)cc1 | 2 | -11 | -1.2 | 3 | -12 | 6 | 4 | -6 | 11 | i
CCOC(C[n+]1c(-c2ccccc2)cc(C)cc1-c1ccccc1)OCC | · | -4 | 1.2 | -2 | 3 | -1 | 5 | -9 | · | i
COc1ccc2[nH]c3c(c2c1)CCN1C(=O)N([C@@H](C)C(=O)NCc2ccccc2OC)C(=O)[C@]31C | 3 | 0 | -0.4 | 13 | 5 | 2 | 2 | 14 | 17 | -0.3
CCCC(=O)C1=C(O)C(C(=O)OC)C(C)(C)CC1=NCCc1ccccc1 (configuration not stated) | -1 | -3 | 2.4 | 2 | -10 | -17 | 7 | -15 | 4 | -0.7
COc1ccc(C(=O)C2CCN(C(=O)c3ccco3)CC2)cc1 | -5 | -3 | · | 0 | -14 | -4 | 1 | 2 | -7 | i
CC1(C)C(c2cccs2)=NC(c2ccccc2)N1O (configuration not stated) | 1 | -10 | · | -9 | -10 | 5 | -1 | -8 | 23 | -0.5
CC(=O)OC(C(=O)NCc1ccc(F)cc1)c1ccccn1 (configuration not stated) | 5 | -1 | · | 0 | 5 | 2 | -5 | -13 | 7 | i
COc1ccc(NC(=O)N(C)C[C@H]2OCc3cn(nn3)CCCC(=O)N([C@@H](C)CO)C[C@@H]2C)cc1 | · | · | -0.8&-1.3&-0.1 | 7 | -3 | 6 | 3 | · | · | -0.2
CCOc1cc(/C=C2/COc3ccccc3C2=O)ccc1OCC(=O)N(C)C | -2 | · | -0.3 | 6 | -4 | -4 | 18 | 1 | 13 | -0.3
CCn1nc(C)c(CNC(=O)c2cc(COc3ccccc3SC)on2)c1C | 2 | -5 | 2.6 | 8 | 9 | 1 | 19 | 0 | 21 | -0.2
Cc1cccc(NC(=O)c2ccc3c(c2)C(=O)N(c2ccccn2)C3=O)c1C | 0 | 6 | -0.4 | 2 | -1 | -4 | 3 | -11 | 18 | -2.2
O=C(Cc1ccc(S(=O)(=O)N2CCOCC2)s1)N1CCN(c2cccc(C(F)(F)F)c2)CC1 | 0 | -1 | · | · | · | -3 | 23 | -10 | 10 | i
CCc1cc(C(=O)Cc2cnn(-c3ccccc3)c2)c(O)cc1O | 1 | -10 | · | -1 | 5 | 0 | 5 | -6 | -3 | i
CCc1cc2c(=O)nc3n(c2s1)Cc1ccccc1/C3=C(/O)c1ccccc1Cl | 1 | -1 | · | -9 | 6 | -14 | -4 | · | 40 | -0.3
Cc1ccc(-c2nc(CS(=O)CC(=O)NC3CCCCC3)c(C)o2)cc1 (configuration not stated) | 1 | -3 | 1.9 | -3 | 7 | 3 | 0 | -3 | -9 | -0.9
Cc1cccc(C(=O)Nc2nnc(-c3cccnc3)o2)c1 | -6 | -8 | -0.4 | 1 | 13 | 7 | 7 | 2 | 18 | 0.3
COCCn1c(=S)[nH]c2cc(C(=O)N3CCCC(C)C3)ccc2c1=O (configuration not stated) | 3 | -4 | 0.7 | -1 | 3 | 8 | 9 | 0 | 8 | i
O=C(CCc1ccc(Oc2cc([N+](=O)[O-])cc([N+](=O)[O-])c2)cc1)N1CCCCC1 | 4 | 0 | · | -23 | 8 | -4 | -8 | 45* | -4 | -1.7
COc1ccc(C(=O)Nc2cccc(-c3nc4ncccc4o3)c2C)cc1 | 0 | 2 | 0.4 | 5 | 21 | -4 | 1 | -15 | 2 | ·
O=C(CC(NC(=O)c1ccccc1Cl)c1ccccc1)NC1=NCCS1 (configuration not stated) | 0 | 1 | 2.0 | 7 | -18 | 0 | -1 | 6 | 23 | 1.6
CCc1c(O)nc(SCC(=O)N2CCc3cc(OC)c(OC)cc3[C@@H]2C)[nH]c1=O | -7 | 8 | 0.5 | -2 | 11 | -4 | 4 | -4 | 12 | -0.4
CCC(C(=O)OCC(=O)Nc1cccc(OC)c1)c1ccccc1 (configuration not stated) | 1 | -3 | 1.1 | 6 | -8 | 2 | -5 | -11 | 17 | -0.3
Cc1nc(-c2ccc(F)cc2)c(CC(=O)Nc2ccc(C)c(S(=O)(=O)N3CCOCC3)c2)s1 | 5 | -8 | -0.1 | 2 | -5 | 7 | 10 | 6 | -3 | -0.4
O=c1c2ccccc2sn1-c1ccc(Cl)cc1 | · | · | -0.9 | 0 | 5 | -15 | -8 | · | · | -0.7
Cc1nnc(SCC(=O)N/N=C/c2cn(-c3ccccc3)nc2-c2ccc(F)cc2)n1-c1ccccc1 | 0 | 6 | · | -4 | 6 | -3 | -1 | · | 19 | i
COc1cc(/C=C2/NC(=O)N(Cc3ccccc3F)C2=O)cc(OC)c1OC | 3 | 2 | 1.4 | 2 | 3 | 7 | 15 | -12 | 16 | -0.4
O=c1[nH]c(O)c(N=Nc2ccc(Cl)c(S(=O)(=O)Nc3ccccc3Cl)c2)c(=O)[nH]1 | · | 7 | 0.7 | -20 | 24 | 7 | 0 | -8 | · | i
COC(C[C@@H](O)[C@@H](C)[C@@H](O)COCc1ccccc1)OC | · | · | 0.5 | 3 | -9 | -5 | 2 | -3 | 34 | 0.4
O=C(Cc1ccccc1F)NNC(=O)c1ccncc1 | -3 | 4 | -1.2 | -3 | -8 | 6 | -9 | 0 | 15 | 2.2
COc1ccc(C2C(C(=O)N3CCC4(CC3)OCCO4)CC(=O)N2c2ccc(OC)cc2)cc1 (configuration not stated) | -3 | 7 | · | · | · | 1 | 4 | -9 | -18 | -1.6
Cc1nc2cc(NC(=O)NCc3ccco3)ccc2o1 | 0 | -6 | · | 1 | -11 | 10 | 5 | 2 | 2 | i

Remaining list, next part.
SMILES | SARS 3CLpro inh | Rv3671c protease | TcdB inh | PrPC surface inh | CCHFV vOTU inh | MazF activator | Yp Topo-I inh | PriA SSB inh | VHR inh abs | Vc quorum ag
CC(OC(=O)c1ccc(S(=O)(=O)NCc2ccco2)cc1)C(=O)Nc1ccc(Cl)cn1 (configuration not stated) | 3 | -5 | 0.6 | 13 | 3 | 2 | 8 | -5 | 8 | -4.5
CSc1nnc(NC(=O)C2CCCCC2)s1 | -1 | -2 | 1.0 | -2 | -5 | 0 | 0 | 2 | 13 | -0.2
CCc1c(C(=O)Nc2ccc(C)c(C)c2)[nH]c(C)c1C(C)=O | 0 | -17 | 2.2 | 8 | 4 | 7 | 3 | -7 | 13 | -0.6
CC(=O)c1nn(-c2ccc(Br)cc2)cc1C(=O)c1ccco1 | -10 | 1 | · | 2 | 7 | -24 | -1 | -6 | -5 | i
Cc1csc(-c2cc(C(=O)NCc3cc(C(F)(F)F)cc(C(F)(F)F)c3)n[nH]2)c1 | · | · | 0.2 | 11 | 7 | · | -12 | · | · | -4.5
O=c1ccc(-c2ccc(S(=O)(=O)Nc3ccccc3Cl)o2)n[nH]1 | 5 | 0 | -0.1 | -15 | 22 | 2 | 3 | -6 | -22 | -0.4
CCN(Cc1ccccc1)C(=O)CN1C(=O)COc2ccc(S(=O)(=O)N3CCCCCC3)cc21 | -8 | 0 | 1.2 | 4 | 5 | 3 | 24 | 2 | -12 | i
Cn1nc(CC(=O)Nc2ccc3c(c2)CCC3)c2ccccc2c1=O | -2 | · | · | 10 | 0 | 5 | 1 | 0 | 4 | i
O=C(N/N=C/c1cccs1)c1ccc2ccccc2c1 | -8 | -10 | 0.8 | -5 | 21 | -2 | -1 | · | 36 | i
CC(C)C[C@H](NC(=O)c1[nH]cnc1C(=O)N[C@@H](C)c1ccccc1)C(=O)OC(C)(C)C | 12 | -5 | 1.9 | -2 | 19 | 7 | 17 | 10 | -4 | -0.5
CSc1cccc(CNC(=O)C2CCC(=O)N(CCCN3CCCC3=O)C2)c1 (configuration not stated) | -5 | 1 | 1.1 | 1 | 14 | 4 | -2 | -15 | -7 | i
COc1ccc(/C(N)=N/OC(=O)c2cccc([N+](=O)[O-])c2C)cc1 | 1 | 3 | 0.1 | -1 | 1 | -4 | 0 | i | -3 | 1.1
Cc1ccc(N(CN2C(=O)c3ccccc3C2=O)C(=O)c2ccc([N+](=O)[O-])cc2[N+](=O)[O-])cc1 | -1 | -6 | 1.3 | -4 | -17 | 3 | 19 | 37 | -5 | -0.2
CCOC(=O)c1sc2nccc(N(C)C)c2c1N=CNOCc1ccccc1 | -8 | 3 | · | -4 | 5 | -5 | -4 | -87 | 29 | i

Compound profiles (already shown). Order of screens: SARS 3CLpro inh	Rv3671c protease	TcdB inh	PrPC surface inh	CCHFV vOTU inh	MazF activator	Yp Topo-I inh	PriA SSB inh	VHR inh abs	Vc quorum ag
Results for CCOC(=O)c1sc2nccc(N(C)C)c2c1N=CNOCc1ccccc1 : -8	3	·	-4	5	-5	-4	-87	29	i
Results for COc1ccc(/C(N)=N/OC(=O)c2cccc([N+](=O)[O-])c2C)cc1 : 1	3	0.1	-1	1	-4	0	i	-3	1.1

Screening data as filed in PubChem.

Only part of the results is shown; rates above refer to the full screens.
